EBV LMP1 NFkB – reduces LMP1-driven NF-kappaB luciferase signal; inhibition, % at 12.5 µM; AID 504558; hit rate 0.69% among 350,000; LMP1-induced NF-kappaB luciferase reporter cells, luminescence; in the data active means inhibition above about 41%;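 further: 0% = neutral control wells and 100% = reference inhibitor control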
MC4R antagonist – antagonists of human melanocortin 4 receptor (MC4R); P32245; MC4R-expressing cells, MTII-stimulated cAMP, LANCE TR-FRET; inhibition, % at 6.5 µM; hit rate 0.48% among 360,000;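 active means inhibition above its plate's cutoff, the mean of tested wells on that plate plus 3 SD, cut at about 29% in these data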;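 further: 0% = Melanotan II alone and 100% = Melanotan II plus saturating MCL0020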
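Test system: U2OS cells stably expressing human melanocortin 4 receptor (MC4R); also added: Melanotan II challenge; compound: 6.5 µM single dose; timing: 30-min compound preincubation, 1-h Melanotan II challenge, 1-h detection, room temperature; signal: Eu-cAMP/anti-cAMP TR-FRET, emission 671 nm; repeats: one well per compound, no replicates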
NR2F2 inh – inhibitors of human COUP-TFII (NR2F2); HEK293T NGFI-A luciferase reporter, luminescence; inhibition, % at 8.6 µM; hit rate 0.7% among 370,000; AID 686940;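 active means inhibition above a per-plate cutoff, mean inhibition of test wells between control levels plus 3 SD, cut at about 38% in these data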;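 further: cells cotransfected with COUP-TFII expression vector driving the NGFI-A reporter; 0% = median of COUP-TF2 test wells and 100% = reporter-only cells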
NR5A2 inv ag – suppresses constitutive activity of human LRH-1; HEK293T StAR-luciferase reporter, LRH-1 transfected, 24 h; O00482; hit rate 0.13% among 360,000; inhibition, % at 3.6 µM;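 active means inhibition above the mean inhibition of all tested compounds plus 3 SD, cut at about 73% in these data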;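 further: 0% = DMSO wells and 100% = reporter-only cells lacking LRH-1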
NOD2 RIPK2 PPI – inhibitors of human NOD2-RIPK2 interaction | AID 624267 | CHO BLA complementation NOD2-RIPK2, CCF4 ratio | inhibition, % at 4.98 µM | hit rate 0.38% among 360,000 | O43353; in the data active means inhibition above about 21%;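 further: 0% = vehicle only and 100% = reference blocker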
ABHD5-PLIN5 inh – ABHD5-PLIN5 protein interaction inhibition; AID 602281; inhibition, % at 4 µM; hit rate 0.78% among 360,000; Split G. princeps luciferase complementation, luminescence, 4 h;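 active means inhibition above the mean inhibition across every tested compound plus 3 SD, cut at about 22% in these data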;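 further: 0% = DMSO only wells and the 100% control is not disclosed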
SRC2 inh – human SRC2 (NCOA2) inhibition; Q15596; HEK293 GAL4-SRC2 luciferase reporter, luminescence; inhibition, % at 9 µM; hit rate 0.17% among 370,000; AID 651957;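 active means inhibition above the mean inhibition of all tested compounds plus 3 SD, set per campaign, cut at about 52% in these data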;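 further: 0% = DMSO treated cells and 100% = cells given Gossypol at 36 µM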
SRC1 inh – human NCOA1 inhibition | HEK293 GAL4-SRC1 luciferase reporter, luminescence | AID 588354 | inhibition, % at 3.6 µM | Q15788 | hit rate 0.12% among 360,000;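 active means inhibition above the campaign mean plus 3 SD, with each screening campaign given its own cutoff, cut at about 60% in these data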;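 further: 0% = DMSO treated cells and 100% = gossypol at 36 µM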
MC4R barr agon – human MC4R agonism via beta-arrestin; hit rate 0.98% among 360,000; P32245; U2OS MC4R beta-arrestin complementation, luminescence; percent of melanotan II response, DMSO zero; activation, % at 8.9 µM;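 active means activation above a per-plate cutoff, the mean activation of sample wells on that plate plus 3 SD, cut at about 8% in these data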
SRC3 inh – inhibits human SRC3 coactivator. hit rate 0.17% among 360,000. HEK293 GAL4-SRC3 luciferase reporter, luminescence. inhibition, % at 3.6 µM. AID 588352;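 active means inhibition above a per-campaign cutoff, the mean of all compounds plus 3 SD, cut at about 60% in these data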;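 further: 0% = DMSO-treated cells and 100% = gossypol-treated cells at 36 µM; higher means less SRC3-driven luciferase light from the GAL4 reporter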
TLR9-MyD88 block – TLR9-MyD88 interaction inhibition; Q9NR96+Q99836; CHO BLA complementation TLR9-MyD88, CCF4 FRET ratio; inhibition, % at 4.98 µM; hit rate 0.21% among 340,000;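 active means inhibition above the mean over all tested compounds plus 3 SD, cut at about 21% in these data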;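 further: 0% = DMSO only wells and 100% = clavulanate BLA inhibitor control wells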
* = called active by the depositor; . = no result given. An excerpt. The share of hits here may be higher or lower than overall.

EBV LMP1 NFkB	MC4R antagonist	NR2F2 inh	NR5A2 inv ag	NOD2 RIPK2 PPI	ABHD5-PLIN5 inh	SRC2 inh	SRC1 inh	MC4R barr agon	SRC3 inh	TLR9-MyD88 block	mol
-3	20	13	-8	4	-3	-12	-6	-1.2	11	-12	COC(=O)c1cc(-c2cc(OC)ccc2OC)nc2c1c(=O)n(C)c(=O)n2Cc1ccccc1
3	14	2	-28	-6	-4	2	5	-0.5	5	-3	COc1cc(OC)cc(OC(=O)C2CCN(S(=O)(=O)c3ccc(OC)c(OC)c3)CC2)c1
4	6	-19	2	-11	1	-4	-3	-2.0	-26	9	CCC(NC(=O)C1(C)CC1(Br)Br)c1ccc(C)cc1 (stereo not given)
-43	3	22	14	-4	-3	7	2	-1.1	8	4	CCCCn1c(SCC(=O)Nc2ccc(OC)cc2)nc2ccc(N3CCOCC3)cc2c1=O
-7	3	14	9	5	-7	-27	-4	-0.3	20	4	CS(=O)(=O)c1ccc2nnn(OCC(=O)Nc3cccc(C#N)c3)c2c1
0	15	-7	17	-1	1	14	3	-2.0	14	-9	Cc1cc(C)n(-c2nnc(C)n2/N=C/c2ccccc2F)n1
6	-2	-7	0	-4	2	-13	-3	-1.8	-5	0	Cc1cc(C)n2nc(C)c(Br)c2n1
2	2	7	2	7	-8	2	2	-3.3	-1	-2	Cc1cccc(NC(=O)C2CCCN2S(=O)(=O)c2ccc(Cl)cc2)n1 (stereo not given)
-3	-1	-11	8	-3	1	13	11	-2.0	13	6	Cc1ccc(CS(=O)(=O)CCC(=O)NCc2ccc3c(c2)OCO3)cc1
4	8	22	3	3	5	-32	-8	-1.6	12	5	CC(C)CCn1c(=O)c2ccccc2n2c(CN3CCCC3)nnc12
-3	5	-16	4	-8	1	-39	-11	0.6	-1	-5	COc1ccc(C(=O)OCC(=O)NCc2ccc3c(c2)OCO3)cc1S(=O)(=O)N1CCOCC1
-11	9	-2	-7	-1	-1	-7	-19	-1.2	-13	5	O=C(OCC(=O)N1CCCC1)c1ccccc1OCc1ccccc1
13	4	-13	-5	6	-13	24	1	-2.0	9	5	COc1cc(OC)c(-n2cc(-c3ccc(OC)c(OC)c3)[nH]c2=S)cc1Cl
-1	0	12	-3	-6	2	2	-32	0.0	-12	1	O=C(c1cn(Cc2ccccc2)nc1-c1cccnc1)N1CCN(Cc2ccccc2)CC1
-2	2	-13	5	9	11	-2	12	0.4	4	-1	Cc1nc(-c2ccccc2)sc1C(=O)/C=C/c1ccc(Cl)cc1
-5	7	-20	-14	-1	-5	-36	-11	0.1	6	3	Cc1cc([N+](=O)[O-])ccc1NC(=O)c1ccc(NC(=O)C(C)C)cc1
2	2	7	-6	-2	-12	-36	-40	0.8	-17	-5	Cc1ccc(C(=O)NCCNc2ncc(C(F)(F)F)cc2Cl)cc1[N+](=O)[O-]
0	-1	48*	38	-6	3	0	7	-0.1	27	8	Cc1nc(NCCc2ccc(S(N)(=O)=O)cc2)c2c(C)c(C)sc2n1
7	13	12	3	0	3	-47	11	-1.1	16	-9	CCOC(=O)C1=C(C)NC(=O)CC1c1ccccc1OC (stereo not given)
-5	-2	-9	-16	-5	-12	6	3	-1.4	-7	4	O=C(NCc1ccccn1)c1nc(Cn2ccc([N+](=O)[O-])n2)no1
-7	2	6	-11	-2	-2	7	6	-2.0	4	3	Cc1ccc2cc(COC(=O)c3ccncc3)c(=O)[nH]c2c1
3	22	-15	12	5	4	-3	4	-0.7	12	4	Cc1ccc(C(NC(=O)N2CCCC2)C(Cl)(Cl)Cl)cc1F (stereo not given)
0	3	1	-10	-17	-1	-1	8	-3.4	19	-3	COc1nc(Nc2ccc([N+](=O)[O-])cc2)nc(NC2CCCCC2)n1
16	-5	4	-2	2	8	5	4	-1.9	-3	-5	CC(=O)NC(c1cc(F)c2cccnc2c1O)C1CC1 (stereo not given)
-6	-3	-10	-4	-6	7	17	-7	-0.1	3	-1	CCn1c(SCC(=O)N2CCCCC2)nnc1-c1ccc(S(=O)(=O)N2CCN(C)CC2)cc1
-4	5	11	-9	-1	-5	8	3	-0.3	21	-4	O=C(CCN1C(=O)c2ccncc2C1=O)Nc1ccc2c(c1)OCCO2
-5	-1	5	29	-7	-10	1	-16	-2.2	-3	3	Cc1c(C(=O)N(Cc2ccncc2)CC2CCCO2)oc2c(F)cccc12 (stereo not given)
.	11	21	3	1	4	-4	0	-1.5	-10	.	CCCC(C)(C)C(=O)N1CCC1(C)C(=O)NS(=O)(=O)c1ccc(Br)cc1 (stereo not given)
.	.	-13	-11	3	-13	12	-12	.	-22	.	O=C1OC(c2cccs2)Sc2ccccc21 (stereo not given)
-1	18	-16	-22	-11	-3	12	-6	0.3	-14	-4	O=C(CSC1=NCCS1)N1CCCCCC1
-5	9	-3	5	-4	5	5	8	-0.2	5	-5	O=C(NCCO)/C(=C/c1ccc2c(c1)OCO2)NC(=O)c1ccc(Br)cc1
-3	1	-1	6	-5	3	-5	15	-1.2	-5	-4	COc1ccc(C2(CNC(C)=O)CCOCC2)cc1OC
-6	-7	12	0	-33	14	-4	14	2.4	18	0	CN(c1ccccc1C(=O)Nc1ccc(S(=O)(=O)N2CCOCC2)cc1)S(C)(=O)=O
-2	8	13	1	7	-5	8	-5	2.6	-3	-2	Cc1cccc(N(CC(=O)O)CC(=O)O)c1
11	-3	-5	-8	11	-3	-9	-17	-0.2	-18	-5	O=C(Cn1ccc(NC(=O)OCc2ccccc2)nc1=O)NCCN1CCOCC1
4	-7	-1	-12	-10	3	8	6	-0.1	7	10	CC(OC(=O)CCc1nc2ccccc2[nH]c1=O)C(=O)c1ccccc1 (stereo not given)
14	1	.	5	-2	3	.	-25	-1.3	-11	-8	CC(=O)c1ccc(OCCCCCCCOc2ccc(C(C)=O)cc2)cc1
-1	-3	-13	11	-1	2	-22	-10	0.4	-5	2	CC(/C=C/c1ccccc1)=N/NC(=O)C(O)c1ccccc1 (stereo not given)
8	4	-10	-5	-3	6	-4	1	-0.2	4	3	COC(=O)C1=C(N)OC2=C(C(=O)CCC2)C1c1cccs1 (stereo not given)
2	10	0	15	-18	-1	-16	-12	-1.1	-17	10	COc1ccc(N2CCN(CCCn3cnc4c(SC)ncnc43)CC2)cc1
-3	1	4	4	5	8	1	-8	-1.3	-5	-22	O=C(/C=C/c1ccccc1Cl)Nn1cnc2ccccc2c1=O
3	11	-8	-8	-2	-1	27	-2	0.5	1	-6	COc1ccccc1CNC(=O)CN1C(=O)NC2(CCCC2)C1=O
2	-6	-12	8	0	-4	-26	-11	0.6	-15	-6	COc1cccc(OC)c1C(=O)Nc1ccc(N2CCCCC2)cc1
-3	-1	-12	-22	-4	-3	-1	8	-0.3	-31	-3	CCOc1ccc(/C=N/NC(=O)c2nnn(-c3nonc3N)c2-c2cccs2)cc1
-8	-2	-1	-1	-3	4	-35	-6	-1.6	13	0	Cc1c(NC(=O)Cn2[nH]c(=O)c3ccccc3c2=O)c(=O)n(-c2ccccc2)n1C
-8	1	6	12	-3	8	-19	2	1.2	-2	8	CC(C)CN(C(=O)CN(C)C(=O)Cc1c(F)cccc1Cl)c1c(N)n(CC(C)C)c(=O)[nH]c1=O
-3	3	-2	-2	-14	3	-34	-8	1.5	-24	-1	CCOC(=O)Cn1cnc2c(cnn2-c2ccc(Cl)cc2)c1=O
-4	3	-16	-29	6	2	-13	-17	1.1	-12	1	O=C(COC(=O)C1COc2ccccc2O1)NC(=O)Nc1ccc2c(c1)OCCO2 (stereo not given)
-1	1	7	17	0	-8	-16	-10	-2.4	0	5	Cc1cc(C)c2cc(CN(CCO)Cc3nnnn3Cc3ccccc3)c(=O)[nH]c2c1
-3	16	-17	1	7	0	-36	-3	0.8	-2	2	CC(NC(=O)C12CC3CC(CC(O)(C3)C1)C2)c1ccc(Cl)cc1Cl (stereo not given)
1	-1	0	6	4	3	17	5	0.5	-6	2	CCOC(=O)c1cc(OCC)c2c(ccc3ccccc32)n1
5	4	-18	14	-3	-3	-13	5	-0.4	-2	1	CC(C)C1=CC(=Nc2ccc(S(N)(=O)=O)cc2)C=C(C(C)C)C1=O
-4	-1	-1	-3	-1	-5	9	-10	-1.4	2	-9	O=C(ON=C1CCN(S(=O)(=O)c2ccccc2)CC1)c1ccc(F)cc1
0	-6	1	13	-9	2	11	1	-1.4	16	2	Cc1ccc(-c2nnn(CC(=O)N(CC3CCCO3)C(C(=O)NC3CCCC3)c3ccc(O)cc3)n2)o1 (stereo not given)
-2	6	-2	-10	2	-13	-10	-14	-1.6	12	-6	CNc1ccccc1C(C)(C)c1cc(-c2cc(C)cc(C)c2)no1
10	-2	4	1	4	-5	-13	-4	-0.5	10	-2	Cc1ccc2c(CC(=O)OCc3nc(N)nc(Nc4ccccc4C)n3)coc2c1

High-throughput results: PubChem BioAssay, several laboratories
